High-throughput results from PubChem BioAssay.
NR2E3 ag-1: NR2E3 agonists in two-hybrid cells, primary screen, cell-based, luminescence, CHO-S, Gal4-NCOR/VP16-NR2E3. hit rate 0.35% among 360,000. luciferase. inhibition of corepressor binding, % at 3.98 µM. AID 602229, 2012;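 active = inhibition above the mean of all tested compounds plus 3 SD, cut at about 70% in these data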;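 also: 0% = DMSO with NR2E3 transfected cells and 100% = cells lacking NR2E3 construct; higher means lower luciferase signal from less NR2E3 corepressor binding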
Target sequence (Q9Y5X4 whole entry, looked up, the tested form may be a part): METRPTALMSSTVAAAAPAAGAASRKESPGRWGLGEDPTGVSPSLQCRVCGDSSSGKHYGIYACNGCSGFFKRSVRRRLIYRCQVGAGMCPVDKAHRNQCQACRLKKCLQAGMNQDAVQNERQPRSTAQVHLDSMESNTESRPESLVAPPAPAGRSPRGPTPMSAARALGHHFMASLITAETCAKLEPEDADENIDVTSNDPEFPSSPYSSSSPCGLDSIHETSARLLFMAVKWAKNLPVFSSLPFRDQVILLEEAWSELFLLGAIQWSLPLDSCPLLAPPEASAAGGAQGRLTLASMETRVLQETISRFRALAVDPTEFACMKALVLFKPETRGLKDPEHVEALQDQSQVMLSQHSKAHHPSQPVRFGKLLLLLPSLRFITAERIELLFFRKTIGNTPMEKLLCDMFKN
Granule exo inh: LAMP-1 surface exposure blockers, TALL-104 cells – cell-based, flow cytometry, MLPCN library, primary screen; hit rate 0.66% among 360,000; inhibition, % at 10 µM; AID 651702, 2012; TALL-104 LAMP-1 surface exposure; cells stimulated with thapsigargin and PMA;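 active = inhibition above about 55%, limit read from the data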
CaV13 ICDI inh: Primary screen for inhibitors of IQ motif and Ca2+-dependent inactivation inhibitor domain binding in CACNA1D, Förster resonance energy transfer in living cells, …; AID 743397; HEK cells, CFP/YFP FRET ICDI-IQ, plate reader, 10 min; percent FRET-ratio fall versus neutral wells; hit rate 0.098% among 340,000; inhibition, % at 12.3 µM;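 active = mean replicate inhibition of at least 30% and at least 1% of replicates passing that level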;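 also: 0% = median of the neutral control wells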
hiPSC survival: enhancers of single-cell hiPSC survival, primary screen, ATPlite luminescence; 100% = ROCK inhibitor wells, 0% = DMSO; survival enhancement, % at 20 µM; hit rate 0.044% among 360,000; AID 602274, 2012; in the data active = survival enhancement above about 18%;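 also: cells exposed to compounds for 16 hours before the ATP read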
Peg3 promoter: Peg3 promoter-driven luciferase inhibitors, primary screen, cell-based, HeLa, luciferase luminescence | HeLa PEG-Prom luciferase reporter, overnight | inhibition, % at 20 µM | hit rate 1.7% among 360,000 | AID 588405, 2011;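 active = inhibition of at least 50% at 20 µM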
Vif imaging: HIV Vif self-association inhibitors, primary screen, imaging, HEK293T, single point; HEK293T cells, Vif self-association by quenched fluorescence, 24 h; inhibition, % at 7.49 µM; hit rate 0.35% among 340,000; in the data active = inhibition above about 50%, passing the limit was not always enough; also: some results filed as inactive read as strong as hits
NR2E3 ag-2: inhibitors of NR2E3-RetCOR corepressor binding, primary screen, NR2E3 agonist project, biochemical, TR-FRET, GST-NR2E3, biotin-RetCOR. Photoreceptor-specific nuclear receptor (Homo sapiens), Q9Y5X4. 1536-well. inhibition of corepressor binding, % at 4.78 µM. hit rate 0.12% among 320,000. AID 2300, 2010;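 active = percent inhibition above the cutoff of mean plus 3 SD of all tested compounds, set per screening campaign, cut at about 20% in these data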;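 also: 0% = DMSO wells and 100% = biotin wells as full block of FRET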
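Assay system: NR2E3–RetCOR corepressor complex. Quantity: 1.35 nM GST-NR2E3. Buffer or medium: pH 7.5 Tris-based buffer. Reagent: biotinylated RetCOR corepressor at 7 nM final. Schedule: 5 h at 4 °C. Detection: TR-FRET, emission read at 617 and 671 nm. Replicates: one well per compound, singlicate testing.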
PDI inh: inhibitors of human PDI, primary screen, biochemical, turbidity, single point, plate reader. PDI insulin aggregation turbidity, A650, 90 min. inhibition, % at 10 µM. hit rate 0.052% among 350,000. AID 588391, 2011;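 active = mean inhibition across replicates of 30% or more, whatever share of single replicates reach that level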;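 also: absorbance from insulin aggregation driven by PDI reduction with DTT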
Target sequence (P07237 whole entry, looked up): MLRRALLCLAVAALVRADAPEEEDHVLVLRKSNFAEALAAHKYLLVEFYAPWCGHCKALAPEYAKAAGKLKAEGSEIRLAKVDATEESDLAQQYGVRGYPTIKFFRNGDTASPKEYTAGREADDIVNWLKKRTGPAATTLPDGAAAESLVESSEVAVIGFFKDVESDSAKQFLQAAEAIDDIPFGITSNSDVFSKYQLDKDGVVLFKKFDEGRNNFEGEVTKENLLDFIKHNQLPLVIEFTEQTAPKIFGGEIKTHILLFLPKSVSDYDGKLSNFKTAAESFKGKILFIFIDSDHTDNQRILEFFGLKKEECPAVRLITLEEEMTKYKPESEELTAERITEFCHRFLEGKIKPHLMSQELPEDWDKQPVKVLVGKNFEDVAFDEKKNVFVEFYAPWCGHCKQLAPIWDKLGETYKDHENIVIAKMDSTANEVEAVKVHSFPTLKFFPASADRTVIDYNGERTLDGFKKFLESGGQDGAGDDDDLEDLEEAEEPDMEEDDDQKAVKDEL
TRPM1 prom inh: inhibitors of MITF-dependent TRPM1 promoter reporter, primary screen, cell-based, SK-MEL-5, single point, luciferase. inhibition, % at 12.5 µM. SK-MEL-5 TRPM1 promoter luciferase, 24 h. hit rate 0.83% among 330,000;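 active = mean inhibition across replicates of 60% or more, whatever share of single replicates reaches that level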; also: values of inactives mirror those of a sister screen read the other way
HIF-2a inh: HIF-2a reporter inhibitors, primary screen, luminescence, 786-0 RCC cells | 786-0 RCC cells HIF-2a reporter, luciferase luminescence, overnight | inhibition, % at 18.8 µM | hit rate 0.72% among 360,000 | AID 624352, 2012;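 active = inhibition of the luminescence signal of 40% or more relative to plate controls, in a single-dose primary screen at 18.75 µM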
aDG glyco up: activators of alpha-DG glycosylation, primary screen, uHTS, Pro5-aDG cells, AlphaScreen; activation, % at 10 µM; alpha-DG glycosylation AlphaScreen (IIH6); 0% Pro5, 100% B10-LARGE cell signal; hit rate 0.22% among 360,000; AID 624168, 2012;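 active = activation of at least 8% versus controls, or a plate z-score of at least 8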;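 also: Pro5 are CHO cells carrying HIG-tagged alpha-DG that lacks glycosylation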
* marks the source's active call; other numbers are inactive results.

Screening O=C(Cn1cnc2scc(-c3ccc(Cl)cc3)c2c1=O)N1CCOCC1 returned NR2E3 ag-1 -1.0, Granule exo inh 7.2, CaV13 ICDI inh -5.3, hiPSC survival 0.0, Peg3 promoter 7.0, Vif imaging -4.8, NR2E3 ag-2 -4.0, PDI inh -7.0, TRPM1 prom inh 8.0, HIF-2a inh 22.2 and aDG glyco up -0.1.
For CC(C)(C)OC(=O)N1CCC(C(=O)N2CCC[C@H]2C(=O)O)CC1 the results were NR2E3 ag-1 -17.7, Granule exo inh -1.1, CaV13 ICDI inh -4.3, hiPSC survival -0.3, Peg3 promoter 26.0, Vif imaging 2.5, NR2E3 ag-2 0.1, PDI inh 6.3, TRPM1 prom inh -4.2, HIF-2a inh 11.6 and aDG glyco up -0.1.
Screening CC1(C)Nc2cccc3cccc(c23)N1 returned NR2E3 ag-1 -55.7, Granule exo inh 62.8*, CaV13 ICDI inh -9.4, hiPSC survival -1.4, Peg3 promoter -10.1, Vif imaging 3.8, PDI inh 13.0, TRPM1 prom inh 51.3, HIF-2a inh -3.3 and aDG glyco up 0.0.
CC(C)N(C(=O)CSc1nc2ccccc2c(=O)[nH]1)C(C)C was read as NR2E3 ag-1 -13.5, Granule exo inh -8.3, CaV13 ICDI inh 6.5, hiPSC survival 0.3, Peg3 promoter -1.1, Vif imaging 1.2, NR2E3 ag-2 -1.8, PDI inh 0.4, TRPM1 prom inh 0.7, HIF-2a inh 2.9 and aDG glyco up 0.1.
`C=C(NC(=O)C(=C)NC(=O)c1csc(C2=NC3c4csc(n4)C4NC(=O)c5csc(n5)C(C(C)(O)C(C)O)NC(=O)C5CSC(=N5)/C(=C/C)NC(=O)C(C(C)O)NC(=O)c5csc(n5)C3(CC2)NC(=O)C(C)NC(=O)C(=C)NC(=O)C(=C)NC(=O)C(C(C)C)NC2C=Cc3c(C(C)O)cc(nc3C2O)C(=O)OC4C)n1)C(N)=O` (stereo not given) gave NR2E3 ag-1 30.0, Granule exo inh 2.5, CaV13 ICDI inh -15.2, hiPSC survival -3.0, Peg3 promoter 81.2*, Vif imaging 175.6*, PDI inh -6.2, TRPM1 prom inh 94.2*, HIF-2a inh 63.6* and aDG glyco up -0.2.
For N#Cc1ccc(C(=O)NC(=S)N2CCOCC2)cc1 the results were NR2E3 ag-1 3.9, Granule exo inh 0.0, CaV13 ICDI inh -2.4, hiPSC survival -0.5, Peg3 promoter 16.2, Vif imaging 5.7, PDI inh 2.4, TRPM1 prom inh -2.5, HIF-2a inh 4.3 and aDG glyco up -0.4.
For O=C(OCc1ccccc1)/C(=C/c1cccc(Br)c1)NC(=O)c1ccco1 the results were NR2E3 ag-1 26.0, Granule exo inh 2.7, hiPSC survival 0.4, Peg3 promoter 29.5, Vif imaging 4.8, NR2E3 ag-2 3.5, PDI inh -1.1, TRPM1 prom inh 10.3, HIF-2a inh 14.6 and aDG glyco up 0.0.
For CC1(C)C2CCC1(CS(=O)(=O)Nc1ccc(S(=O)(=O)N3CCCCC3)cc1)C(=O)C2 (stereo not given) the results were NR2E3 ag-1 -20.9, Granule exo inh 4.2, CaV13 ICDI inh -5.7, hiPSC survival -1.4, Peg3 promoter 1.5, Vif imaging 14.2, NR2E3 ag-2 -1.0, PDI inh -0.1, TRPM1 prom inh -10.2, HIF-2a inh 11.6 and aDG glyco up -0.3.
For CC1(C)CC(NC(=O)COc2ccc(Cl)cc2Cl)CC(C)(C)N1 the results were NR2E3 ag-1 5.8, Granule exo inh 9.5, CaV13 ICDI inh -7.4, hiPSC survival -0.7, Peg3 promoter -3.0, Vif imaging 3.5, NR2E3 ag-2 3.0, PDI inh -5.0, TRPM1 prom inh -10.0, HIF-2a inh 11.9 and aDG glyco up 0.1.
`Cc1nnc(SCC(=O)Nc2sc3c(c2C(N)=O)CCC(C)C3)[nH]c1=O` (stereo not given) gave NR2E3 ag-1 -33.3, Granule exo inh 0.8, CaV13 ICDI inh -2.1, hiPSC survival -0.5, Peg3 promoter 2.5, Vif imaging -7.3, NR2E3 ag-2 4.2, PDI inh -4.4, TRPM1 prom inh 4.6, HIF-2a inh -0.5 and aDG glyco up -0.2.
Screening CCCS(=O)(=O)N1CCCC(C(=O)NC2CCCC(C)C2C)C1 (stereo not given) returned NR2E3 ag-1 1.2, Granule exo inh 5.6, hiPSC survival 6.2, Peg3 promoter 4.2, Vif imaging -0.9, NR2E3 ag-2 2.4, PDI inh -0.1, TRPM1 prom inh 5.1, HIF-2a inh 1.5 and aDG glyco up -0.2.
For CC(C)CN(C(=O)C1CSC2(C)CCC(=O)N12)c1c(N)n(Cc2ccccc2)c(=O)[nH]c1=O (stereo not given) the results were NR2E3 ag-1 -11.4, Granule exo inh 5.5, CaV13 ICDI inh -3.1, hiPSC survival 0.3, Peg3 promoter -0.2, Vif imaging 5.7, NR2E3 ag-2 -4.5, PDI inh 2.7, TRPM1 prom inh 8.0, HIF-2a inh 3.1 and aDG glyco up 0.2.
`COc1ccc(CN(C)C(=S)Nc2ccc(OC(F)F)cc2)cc1` gave NR2E3 ag-1 -17.0, Granule exo inh 9.4, CaV13 ICDI inh 1.3, hiPSC survival -1.2, Peg3 promoter 7.2, Vif imaging -4.5, NR2E3 ag-2 -1.3, PDI inh -5.5, TRPM1 prom inh 2.2, HIF-2a inh -33.6 and aDG glyco up 0.3.
O=[N+]([O-])/C(C(=C(Cl)Cl)N1CCN(Cc2ccccc2)CC1)=C1\NCCN1Cc1ccc(Cl)nc1 was read as NR2E3 ag-1 -45.1, Granule exo inh 5.1, CaV13 ICDI inh -6.6, hiPSC survival 0.5, Peg3 promoter 11.7, Vif imaging 2.2, NR2E3 ag-2 3.0, PDI inh -3.9, TRPM1 prom inh 4.7, HIF-2a inh 15.5 and aDG glyco up 0.0.
For O=C(N/N=C/C(Cl)=C/c1ccc([N+](=O)[O-])cc1)C(=O)Nc1ccc(C(=O)O)cc1 the results were NR2E3 ag-1 -7.1, Granule exo inh 5.8, CaV13 ICDI inh -3.3, hiPSC survival -1.0, Peg3 promoter -16.2, Vif imaging 4.0, NR2E3 ag-2 -1.4, PDI inh 12.4, TRPM1 prom inh 3.8, HIF-2a inh -4.1 and aDG glyco up 0.3.
Screening Cc1ccc(Cl)cc1NC(=O)CCn1cccc1 returned NR2E3 ag-1 -15.0, Granule exo inh 4.9, hiPSC survival 5.6, Peg3 promoter -0.4, Vif imaging 5.3, NR2E3 ag-2 1.2, PDI inh 0.4, TRPM1 prom inh -0.6, HIF-2a inh 3.1 and aDG glyco up -0.1.
For COc1cc(C(=O)OCCCc2cc3ccccc3c(=O)o2)cc(OC)c1OC the results were NR2E3 ag-1 -8.4, Granule exo inh 14.6, CaV13 ICDI inh -10.6, hiPSC survival -0.8, Peg3 promoter -5.1, Vif imaging -2.6, NR2E3 ag-2 -2.0, PDI inh 19.8, TRPM1 prom inh 8.2, HIF-2a inh 20.9 and aDG glyco up 1.0.
`O=C(Nc1ccc(N2CCOCC2)cc1)c1cc2c(s1)CCCCC2` gave NR2E3 ag-1 -6.9, Granule exo inh 10.3, CaV13 ICDI inh -1.8, hiPSC survival -0.6, Peg3 promoter -46.2, Vif imaging -0.5, NR2E3 ag-2 1.3, PDI inh -3.5, TRPM1 prom inh 0.4, HIF-2a inh -56.9 and aDG glyco up -0.3.
Screening C/C(=N\NC(=O)c1nnn(-c2nonc2N)c1-c1cccs1)c1cccc(O)c1 returned NR2E3 ag-1 4.4, Granule exo inh 31.5, CaV13 ICDI inh -6.0, hiPSC survival 2.1, Peg3 promoter -1.0, Vif imaging 6.8, NR2E3 ag-2 2.6, PDI inh 8.8, TRPM1 prom inh 4.1, HIF-2a inh -1.3 and aDG glyco up -0.3.
O=C(COC(=O)c1cc(S(=O)(=O)N2CCOCC2)c(Cl)cc1Cl)NC1CC1 was read as NR2E3 ag-1 12.0, Granule exo inh -2.2, CaV13 ICDI inh -1.5, hiPSC survival 0.2, Peg3 promoter 7.5, Vif imaging 4.8, NR2E3 ag-2 0.9, PDI inh 0.7, TRPM1 prom inh -0.1, HIF-2a inh 0.5 and aDG glyco up 0.3.
`CC(NC(=O)/C(C#N)=C/c1cccs1)c1ccccc1` (stereo not given) gave NR2E3 ag-1 -7.2, Granule exo inh 0.1, CaV13 ICDI inh 9.4, hiPSC survival -0.4, Peg3 promoter -12.5, Vif imaging -0.2, NR2E3 ag-2 2.8, PDI inh 0.4, TRPM1 prom inh -11.7, HIF-2a inh -39.7 and aDG glyco up 0.0.
`O=C(NN=C1CCCCCCC1)c1ccc(F)cc1` gave NR2E3 ag-1 -10.2, Granule exo inh 1.2, CaV13 ICDI inh -1.2, hiPSC survival 0.2, Peg3 promoter 2.0, Vif imaging 0.4, NR2E3 ag-2 1.8, PDI inh 1.0, TRPM1 prom inh -9.0, HIF-2a inh -4.2 and aDG glyco up -0.3.
`COCc1cc(C)nc(SCC(=O)Nc2ccccc2C)c1C#N` gave NR2E3 ag-1 -19.9, Granule exo inh 0.1, CaV13 ICDI inh -4.1, hiPSC survival 0.8, Peg3 promoter -0.5, Vif imaging 0.9, NR2E3 ag-2 -1.4, PDI inh 4.6, TRPM1 prom inh -7.7, HIF-2a inh 3.1 and aDG glyco up 0.1.
COc1ccc(C(=O)CC(=O)C(=O)Nc2cccc(F)c2)cc1 was read as NR2E3 ag-1 -32.0, Granule exo inh -6.5, CaV13 ICDI inh -13.6, hiPSC survival -0.6, Peg3 promoter 1.0, Vif imaging 36.5, NR2E3 ag-2 -1.1, PDI inh 6.0, TRPM1 prom inh 4.6, HIF-2a inh 14.4 and aDG glyco up 0.0.
Screening Cc1ccc(-c2cccc(C3CC=CC4C3C(=O)N(Cc3ccccc3)C4c3cc(C)ccc3F)c2)cc1 (stereo not given) returned NR2E3 ag-1 -20.6, Granule exo inh -2.7, CaV13 ICDI inh -4.8, hiPSC survival -0.1, Peg3 promoter 4.6, Vif imaging -5.8, NR2E3 ag-2 2.1, PDI inh -1.0, TRPM1 prom inh -21.8, HIF-2a inh 2.4 and aDG glyco up 0.0.
